# Screens from PubChem.
# MCL1-BIM inh: disrupts human MCL1 binding to BIM-BH3 peptide | 0.68% of 320,000 active | GST-MCL1 / FITC-Bim-BH3 fluorescence polarization | inhibition, % at 10.9 µM | Q07820 | AID 2057;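 active = inhibition above the mean inhibition of all tested compounds plus 3 SD, set per campaign, cut at about 40% in these data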;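 also: 0% = DMSO wells and 100% = unlabeled Bim-BH3 peptide control; higher means more loss of mP so more displacement of Bim peptide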
# MEX-5 binding: C. elegans MEX-5 TCR-2 RNA binding activity. 0.38% of 300,000 active. activity score (negative = inhibition of binding), % at 10 µM. MEX-5/FITC-TCR2 RNA binding, fluorescence polarization; hits give low values. Q9XUB2. AID 1832;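 active = inhibition past about -25% in most replicates, and total fluorescence under double the plate's negative control median, limit read from the data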;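 also: 0% = DMSO and -100% = 5 µM competing unlabeled TCR2 RNA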
# GLD-1 TGE inh: GLD-1-TGE RNA interaction inhibition (C. elegans); Q17339; purified GLD-1 + fluorescein TGE RNA, fluorescence polarization; inhibition, % at 5.96 µM; 0.44% of 320,000 active; AID 2280;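 active = percent inhibition above a per-plate cutoff, the plate mean of test compounds plus 3 SD, cut at about 30% in these data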;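 also: 0% = DMSO wells with GLD-1 and probe and 100% = wells lacking GLD-1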
# Efflux pump mplx: antifungal efflux pump inhibition, Nile Red retention; 0.44% of 330,000 active; AID 485275; S. cerevisiae Candida pump triplex; inhibition, % at 10 µM;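 active = plate passing quality check with inhibition over a set limit, or well fluorescence over plate mean plus 4 SD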;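 also: Nile Red retained in pooled yeast measured as flow cytometry median fluorescence; 0% = buffer negative control and 100% = Enniatin B positive control; higher means more Nile Red kept so more efflux inhibition; some compounds called inactive have numbers as strong as hits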
# PME-1 primary: blocks human protein phosphatase methylesterase 1 | Q9Y570 | recombinant PME-1, FP-Rh probe fluorescence polarization | inhibition, % at 5.9 µM | 0.53% of 320,000 active | AID 2130;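 active = inhibition above the campaign mean of all compounds plus 3 SD, cut at about 26% in these data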;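 also: competitive labeling of PME-1 active site by serine hydrolase directed probe; 0% = PME-1 with DMSO and 100% = wells lacking PME-1 enzyme; inhibitors block probe labeling so polarization falls and inhibition rises; many of its hits are not listed in these tables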
# BCLXL inh: blocks human Bcl-xL binding to Bim BH3 peptide. Q07817. GST-Bcl-xL / FITC-Bim BH3 peptide fluorescence polarization. inhibition, % at 10.9 µM. 0.7% of 320,000 active. AID 2129;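 active = inhibition above the mean of all tested compounds plus 3 SD, cutoff set per campaign, cut at about 30% in these data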;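 also: 0% = DMSO wells and 100% = unlabeled Bim-BH3 peptide competitor; inhibitors lower millipolarization by displacing the labeled peptide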
# VLA-4 inh: inhibition in a human VLA-4 binding assay | P13612 | VLA-4 expressing cells, ligand binding flow cytometry | inhibition, % (about 7 µM as worked out from the volumes in the protocol) | 0.2% of 330,000 active | AID 2557; in the data active = inhibition above about 50%
# Target sequence (P13612 whole entry, looked up): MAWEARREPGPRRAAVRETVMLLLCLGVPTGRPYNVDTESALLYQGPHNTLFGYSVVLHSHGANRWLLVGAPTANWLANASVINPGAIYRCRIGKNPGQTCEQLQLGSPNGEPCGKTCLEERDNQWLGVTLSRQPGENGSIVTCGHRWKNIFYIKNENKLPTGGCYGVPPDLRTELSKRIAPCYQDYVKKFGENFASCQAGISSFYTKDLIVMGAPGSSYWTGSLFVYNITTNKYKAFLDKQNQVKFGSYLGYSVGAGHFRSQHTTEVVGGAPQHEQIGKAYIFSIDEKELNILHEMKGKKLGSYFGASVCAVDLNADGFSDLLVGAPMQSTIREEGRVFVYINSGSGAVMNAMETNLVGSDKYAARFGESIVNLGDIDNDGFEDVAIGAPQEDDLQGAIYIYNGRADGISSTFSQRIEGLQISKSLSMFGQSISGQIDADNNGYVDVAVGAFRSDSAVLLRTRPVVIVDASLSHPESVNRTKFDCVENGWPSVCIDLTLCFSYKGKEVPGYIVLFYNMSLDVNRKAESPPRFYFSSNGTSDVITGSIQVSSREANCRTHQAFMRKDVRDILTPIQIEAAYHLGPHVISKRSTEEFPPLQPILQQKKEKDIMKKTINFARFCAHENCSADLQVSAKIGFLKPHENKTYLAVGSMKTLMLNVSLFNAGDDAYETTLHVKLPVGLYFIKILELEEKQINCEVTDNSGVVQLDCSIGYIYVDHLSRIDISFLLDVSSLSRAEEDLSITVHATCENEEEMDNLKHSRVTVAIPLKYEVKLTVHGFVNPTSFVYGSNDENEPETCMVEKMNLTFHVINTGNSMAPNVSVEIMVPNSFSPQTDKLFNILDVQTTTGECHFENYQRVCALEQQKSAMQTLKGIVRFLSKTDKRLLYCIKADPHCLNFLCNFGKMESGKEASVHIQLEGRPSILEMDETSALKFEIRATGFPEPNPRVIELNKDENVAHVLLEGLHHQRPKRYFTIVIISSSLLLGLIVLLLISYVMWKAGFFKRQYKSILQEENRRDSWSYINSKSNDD
# GRK2 aptamer HTS: inhibitors of human GRK2 displacing RNA aptamer; P25098; 0.59% of 330,000 active; inhibition of aptamer binding, % at 10 µM; bead flow cytometry, FAM-aptamer displacement from GRK2;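 active = inhibition of aptamer binding above 40%, roughly 3 SD of noise, on plates passing a quality check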;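 also: median bead fluorescence of bound FAM aptamer so fluorescent compounds give negative values; no value below 0 was filed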
# Fam108B inh: Fam108B inhibition, counter-screen for RBBP9 inhibitors. inhibition, % at 9.51 µM. recombinant Fam108B, FP-Rh probe fluorescence polarization. 0.33% of 300,000 active;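 active = inhibition above the screen mean inhibition plus 3 SD, computed separately per campaign, cut at about 18% in these data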;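 also: inhibitors lower polarization as less probe binds the enzyme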
# Numbers without * were called inactive; nt = not tested or not shown. The list is partial, so the mix of outcomes need not match the whole.
SMILES,MCL1-BIM inh,MEX-5 binding,GLD-1 TGE inh,Efflux pump mplx,PME-1 primary,BCLXL inh,VLA-4 inh,GRK2 aptamer HTS,Fam108B inh
COc1cc(OC)cc(C(=O)NCCN2CCOCC2)c1,14,0.2,0,-0.1,5,12,0,0,-2
COC(=O)C1CN(C(=O)C(C)Oc2ccc(C)c(C)c2)c2ccccc2O1 (stereo not drawn),-2,-1.1,-2,0.2,5,8,6,0,1
O=C(CCn1c(=S)[nH]c2ccccc2c1=O)NCCc1ccc(Cl)cc1,-8,-1.4,-7,0.1,-13,-14,8,0,-7
Cc1cc(C)nc(N2N=C(C(C)(C)C)CC2=O)n1,9,-3.2,2,0.0,2,7,-2,0,3
CC(=O)c1cccc(N/C=C\c2nnnn2-c2ccc(F)cc2)c1,-1,2.4,4,-0.1,5,1,nt,0,0
COc1ccc(NC(=O)CN(C)C(=O)Cc2n[nH]c(=O)c3ccccc23)cc1,1,1.8,4,-0.2,-2,5,-1,0,-4
CC(C)(C)OC(=O)C[C@@H]1C/C=C\C[C@@H](CC(=O)NCCO)C(=O)N2CCC[C@H]2COC1=O,nt,nt,0,-0.3,nt,nt,17,0,nt
CCCn1nc2cc(C(=O)NCc3ccc(OC(F)(F)F)cc3)ccc2c1OCC,3,2.2,9,nt,4,-2,nt,nt,0
CSc1ccc(S(=O)(=O)NCC(=O)OCC(=O)N2CCCC2=O)cc1[N+](=O)[O-],-2,2.3,-1,0.0,0,2,-12,4,-1
CC(=N\NC(=O)c1ccccc1)/C(=N/O)C(=O)Nc1ccccc1,-3,-1.9,5,-0.2,3,-4,16,2,1
COc1ccc(C)cc1NC(=O)COC(=O)c1ccc(OCc2ccc(Cl)cc2Cl)c(OC)c1,-7,-3.5,2,0.8,-4,-7,-33,0,-4
CCN1CCN(Cc2c3ccccc3cc3ccccc23)CC1,14,-0.7,7,-0.1,0,7,4,1,4
Cc1ccc(C(=O)Nc2nc(N)n(-c3ccccc3)n2)cc1,4,-2.7,4,0.0,3,4,-6,8,1
O=C(COC(=O)/C=C/c1ccc2c(c1)OCO2)NCc1ccccc1,-8,nt,7,0.2,6,-4,13,0,nt
O=C(O)Cn1nnnc1SCC(=O)Nc1ccc(F)cc1F,-8,-1.5,-3,-0.2,-1,0,6,0,2
O=C(COC(=O)CCC(=O)c1ccc(F)cc1)Nc1cccc(S(=O)(=O)N2CCOCC2)c1,-1,0.2,1,0.0,0,-10,7,0,-2
CCc1ccc(C(=O)NNC(=O)c2c(CC)noc2C)cc1,3,-0.3,2,0.0,-2,2,9,2,3
N#Cc1nc(-c2cccs2)oc1N1CCN(c2ccccc2)CC1,10,0.6,-4,-0.4,11,6,-7,0,3
COc1ccc(NC(=O)CCN2CCC(C)CC2)cc1,7,0.7,2,0.3,2,9,19,5,-1
CCOc1ccc(NC(=O)CS(=O)CC(=O)N(CC(=O)NC(C)(C)C)C2CCCC2)cc1 (stereo not drawn),2,-0.4,-6,0.3,-2,6,0,0,0
COc1ccc2[nH]c(C)c(CCNC(=S)Nc3ccccc3C)c2c1,5,1.3,3,0.2,9,0,8,3,4
Cc1ccc(C)c(S(=O)(=O)N(C)C2(C)CCS(=O)(=O)C2)c1 (stereo not drawn),0,-1.0,7,0.1,3,6,14,0,1
O=C(CCNC(=O)c1ccccc1Cl)Nc1ccccc1N1CCCC1,0,0.9,0,0.1,-1,0,-1,0,-3
O=C(COC(=O)CCc1nc2ccccc2c(=O)[nH]1)Nc1ccccc1,nt,nt,4,0.1,nt,nt,3,0,nt
CCOC(=O)CCCNC(=O)CSc1nc2ccc(OCC)cc2[nH]1,5,1.6,4,-0.1,6,5,0,0,3
Cc1ccc(NC(=O)C(=O)NCCCN2CCOCC2)c(C)c1,-3,-7.8,4,0.0,-5,-2,-7,0,1
Cc1ccc(N2C(=O)N(CC(=O)Nc3ccc(F)c(F)c3)C(=O)C2C)cc1 (stereo not drawn),-4,1.0,9,0.0,1,-4,11,100*,-1
CCC1CCc2sc(C(=O)NCC(c3ccccc3OC)N3CCCC3)cc2C1 (stereo not drawn),-1,nt,9,0.0,-3,2,24,0,nt
CCOC(=O)c1ccc(NC(=O)CNC(=O)C23CC4CC(CC(C4)C2)C3)cc1,-3,1.6,2,0.1,-1,2,3,1,-2
C=CCCN(Cc1ccccc1)S(=O)(=O)c1cc(Br)ccc1Br,2,nt,1,0.0,-11,1,-5,0,nt
CN(Cc1ccccc1)C(=O)Cn1c(=O)oc2cc(S(=O)(=O)N3CCCC3)ccc21,-3,2.9,0,0.0,-1,0,-10,3,1
Cc1ccc2[nH]c(=O)c(CN(Cc3cccs3)C(=S)NCC3CCCO3)cc2c1 (stereo not drawn),8,0.2,1,0.0,-2,2,4,1,-4
CCN(C(=S)Nc1cccnc1)c1ccccc1,3,0.5,2,0.0,-4,8,-4,0,-4
O=C(NNC(=O)c1cc2ccccc2cc1O)Nc1ccc(F)cc1F,6,-2.8,-2,0.5,2,-1,3,0,0
Cc1ccc2c(COC(=O)c3ccccc3Br)cc(=O)oc2c1,9,0.1,-3,-0.1,-5,4,-5,3,0
CCCn1c(COc2ccccc2)nc2ccccc21,5,1.2,-2,-0.1,4,3,14,0,-1
COc1ccccc1Nc1nc(Cl)c(C=O)s1,-40,-1.0,-38,0.0,-4,-25,-29,0,-2
O=C(Nc1cccc2ncccc12)c1cc([N+](=O)[O-])ccc1Cl,2,1.4,4,-0.1,-3,3,9,5,1
Cc1cccn2c(=O)c(/C=N/O)c(N3CCCCC3)nc12,2,-0.1,-1,0.2,2,5,-3,3,-3
O=C(NCc1ccccc1Cl)C1CCN(S(=O)(=O)N2CCOCC2)CC1,1,1.0,4,-0.1,0,2,9,2,-2
CCOc1ccc(NC(=O)N(C2CCCC2)C2CCN(C(C)=O)CC2)cc1,5,0.5,3,-0.1,1,5,0,0,5
CCN1CCN(c2ccc(S(=O)(=O)N3CCCCC3)cc2NC(=O)/C=C/c2ccc(F)cc2)CC1,-28,1.0,5,-0.1,2,-6,-4,0,2
COc1ccc(Cc2nnc(NC(=O)Cn3cnc4c3c(=O)n(C)c(=O)n4C)s2)cc1,-1,1.1,-2,-0.1,0,-1,-3,1,-2
O=c1c2c(nc3cc(-c4ccc(F)cc4)[nH]n13)CCCC2,9,-0.7,1,0.1,-53,7,12,0,-3
COCc1c(CCl)cnc(C)c1O,-4,2.7,-3,0.1,6,3,2,1,-2
O=c1c2cn[nH]c2nc(SCc2c(F)cccc2F)n1-c1ccc(Cl)cc1,0,-1.7,1,0.0,-5,4,-6,4,0
Cc1cccc(OCC(O)Cn2c(N3CCCCC3)nc3c2c(=O)[nH]c(=O)n3C)c1 (stereo not drawn),nt,0.6,nt,0.2,nt,nt,17,0,nt
CC1=NNC(=O)C1C(c1ccc(F)cc1)C(C#N)C#N (stereo not drawn),9,0.1,7,0.2,-5,7,10,0,-3
Cc1ccc(NC(=O)CCc2ccc(C)o2)c(C)c1,-6,-0.2,8,0.2,-4,2,2,0,-4
O=C(COC(=O)/C=C/c1cccc(Br)c1)NCc1ccco1,-4,-0.6,2,-0.1,3,-1,-1,3,-4
Cc1ccc2cc(CN(C(=O)c3ccncc3)C(C)C)c(=O)[nH]c2c1,3,-1.6,5,0.2,-9,9,-1,0,-7
O=C(N/N=C/c1sc(N2CCOCC2)nc1-c1ccccc1)c1ccccc1O,3,7.7,4,-0.2,51*,8,5,2,15
CCOc1ccc(-c2nc(N)ncc2Oc2ccc(OC)cc2)c(O)c1,0,-0.7,6,-0.1,4,4,4,2,-2
CCCC(=O)Nc1ccccc1-c1nnn(CC(=O)Nc2ccc(OCC)cc2)n1,-1,0.7,1,0.3,-16,5,14,0,-8
COc1ccc(C(=O)NNC(=S)NC(=O)c2ccc(OC)cc2)cc1,4,-2.5,9,0.0,3,-3,0,0,-2
COc1cc2c(cc1OC)C(Cc1ccc(O)cc1)N(C)CC2 (stereo not drawn),5,-0.3,2,0.0,2,5,8,3,-8
COc1ccc([C@H]2C(C(=O)O)=C[C@@H](C(C)(C)C)N2S(=O)(=O)c2ccccc2)cc1,nt,nt,4,-0.5,nt,nt,-14,3,nt
Cc1cc(F)ccc1S(=O)(=O)N(C(=O)c1ccncc1)c1ccc(OC(=O)c2ccncc2)cc1,-3,2.1,5,0.0,2,2,20,1,8
S=C(N/N=C1\CCc2ccccc21)NC1CCCCC1,6,-0.3,3,0.0,0,-1,-5,0,5
O=C1c2ccccc2C(Nc2ccc(-c3nc4ccccc4[nH]3)cc2)N1Cc1ccco1 (stereo not drawn),-2,0.6,9,0.2,5,3,-2,0,8

# Additional records follow.
SMILES,MCL1-BIM inh,MEX-5 binding,GLD-1 TGE inh,Efflux pump mplx,PME-1 primary,BCLXL inh,VLA-4 inh,GRK2 aptamer HTS,Fam108B inh
COc1cc(C(=O)COC(=O)c2ccc([N+](=O)[O-])o2)cc(OC)c1OC,nt,nt,1,0.0,nt,nt,3,2,nt
COc1ccc(OC(C)C(=O)N2CCOCC2)cc1 (stereo not drawn),6,1.4,6,-0.2,1,7,2,5,3
C=C(C)COc1ccc(-c2ncncc2-c2ccc(Cl)cc2)c(O)c1,1,1.5,-3,0.2,-4,-2,7,0,-4
O=C(Nc1ccc(S(=O)(=O)N2CCCC2)cc1)c1cccnc1Cl,-2,2.4,2,0.2,2,-2,5,2,4
CCC(=O)NNc1cc(=O)c2c(=O)n(C)c(=O)n(C)c2[nH]1,6,-0.8,8,-0.2,-9,3,12,1,0
Cc1ccc(S(=O)(=O)N(C)CCCC(=O)Nc2cccc3ccccc23)cc1,-9,1.3,4,0.1,-9,-4,5,5,-10
CC(=O)N1CCCc2cc(S(=O)(=O)N3CCCC(C(=O)N4CCN(c5cccc(Cl)c5)CC4)C3)ccc21 (stereo not drawn),9,0.8,5,1.2,1,3,-8,0,2
CC(=O)Nc1sc(NC(=O)c2ccc(C)cc2)nc1-c1cccs1,5,-0.3,-9,0.0,-2,2,-57,0,4
O=C(NCCCN1CCOCC1)c1ccc(Cl)cc1Cl,6,-0.5,7,-0.1,-4,1,7,0,1
CCN(c1ccc(NC(=O)COC(=O)c2ccc([N+](=O)[O-])o2)cc1)C(C)C,8,nt,-2,0.1,0,-3,6,0,nt
OCCC1CN(C2CCC2)CCN1Cc1ccc(F)c(F)c1 (stereo not drawn),-6,-1.9,6,-0.1,7,3,-2,1,-2
COc1cc(N)c(Cl)cc1NC(=O)c1ccccc1,4,-0.4,2,0.1,4,5,-11,3,0
Cc1csc(NC(=O)CSc2nc3ccccc3c(=O)[nH]2)n1,5,-1.6,-2,-0.1,-9,4,2,1,-3
Clc1ccc(SCCN2CCNCC2)cc1,21,0.3,-8,-0.1,-6,4,6,3,6
COc1ccc(-c2csc(NC(=O)COC(=O)c3ccco3)n2)cc1,-12,1.0,0,-0.1,0,-1,5,0,2
CCCNCC(O)Cn1c2ccccc2n2c(=O)cc(C)c(C#N)c12 (stereo not drawn),-2,1.2,-2,-0.1,1,2,-4,0,-1
COc1ccc(-c2ccc(SCC(=O)Nc3cc(C)on3)nn2)cc1OC,6,3.6,6,0.0,-5,3,-2,3,2
CCOc1ccc2nc(NC(=O)CS(=O)(=O)c3ccc(C)cc3)sc2c1,2,-1.4,2,-0.1,-4,6,0,6,-5
